Compound activity from PubChem BioAssay.
ATXN2 expr inh = Primary qHTS for Inhibitors of ATXN expression. HEK-293 ATXN2-luciferase reporter, luminescence, 24 h. Potency, µM (series often up to 57 µM), inactives show top-dose activity change, negative = inhibition, hits mostly inhibitors. 360,000 tested, 0.72% active. AID 1745845, 2022; also: potency is read from the fitted curve at half-maximal effect; % is scaled to controls: 0 for no effect and ±100 for the full control effect; nearly all actives have a fitted effect of over 55% in size
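qHTS (up to 57 uM final) was run with 24 h compound exposure of reporter cells at 37 °C. Each well was multiplexed: SteadyGlo luminescence measured ATXN2-luciferase expression after a fluorogenic Gly-Phe-AFC viability readout (25 uM final).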
A549 viability = Nrf2 qHTS screen for inhibitors: counterscreen for cytotoxicity; A549 ARE-Fluc cells, CellTiter-Fluor viability, 18-24 h; Potency, µM (top dose mostly 46 µM), without a hit: at the highest dose activity change, negative = cytotoxicity, most hits filed as inhibitors; 390,000 tested, 0.16% active; also: potency is read from the fitted curve at half-maximal effect; % is scaled to controls: 0 for no effect and ±100 for the full control effect
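A549 ARE_Fluc cells in 5% FBS OPTI-MEM were exposed to compounds in concentration-response for 18-24 h at 37 deg C. Viability was read by CellTiter-Fluor fluorescence (Ex 405/Em 525) after 30 min, before the luciferase read.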
MCF10A rereplic = A quantitative high throughput screen for small molecules that induce DNA re-replication in MCF 10a normal breast cells; MCF 10A DNA re-replication, Hoechst nuclear intensity, 48 h; Potency, µM (series often up to 46.1 µM), without a hit: at the top dose activity, positive = re-replication, actives largely listed as activators; 350,000 tested, 2.9% active; also: potency is read from the fitted curve at half-maximal effect; % of control where 0% means no effect; nearly all actives have a fitted effect of over 50% in size
Nrf2 ARE act = qHTS of Nrf2 Activators | AREc32 ARE-luciferase reporter (MCF7-derived line), luminescence, 24 h | Potency, µM (series often up to 46.1 µM), for the others: at the highest dose activation, hits mostly activators | 410,000 tested, 0.31% active; also: potency is read from the fitted curve at half-maximal effect; % of control where 0% means no effect; nearly all actives have a fitted effect of over 65% in size
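ARE-driven firefly luciferase activity in AREc32 cells measured after a 24 hr compound exposure at 37 deg C, using Steady-Glo reagent and a 30 min room-temperature hold.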
Nrf2 inh = Nrf2 qHTS screen for inhibitors; 360,000 tested, 2.1% active; A549 ARE-Fluc reporter, luciferase luminescence, 18-24 h; AID 504444, 2011; Potency, µM (titrated, usually from 46 µM), for inactives: at the highest dose activity change, negative = inhibition, usual class: inhibitors; also: potency is read from the fitted curve at half-maximal effect; % is scaled to controls: 0 for no effect and ±100 for the full control effect; nearly all actives have a fitted effect of over 60% in size
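In this cell-based qHTS, ARE-driven firefly luciferase in A549 cells reports Nrf2 activity; the luminescent signal after BugLite lysis is the measured value, with a prior CellTiter-Fluor read for cell health.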
IL-1B inflam inh = qHTS for Inhibitors of Inflammasome Signaling: IL-1-beta AlphaLISA Primary Screen. activity change, % at 57.5 µM. AID 743279, 2014. 360,000 tested, 4.7% active. THP-1 LPS/ATP IL-1B secretion, AlphaLISA, 16 h; stronger effect = lower value; in the data active = activity change below about -50%; inconclusive = mostly about -30% to -49%; also: % is scaled to controls: 0 for no effect and ±100 for the full control effect
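Secreted IL-1B measured by AlphaLISA bead assay after 16 h compound exposure of THP-1 cells; compounds (final up to 57.5 uM) added 1 h before LPS (250 ng/mL) and ATP (1.25 mM) stimulation; lower signal means less secretion.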
HepG2 tox = qHTS for Inhibitors of TGF-b: Cytotox Counterscreen; HepG2 CAGA-GFP viability, ATP luminescence, 18 h; Potency, µM (highest dose often 46.1 µM), for the others: at the highest dose activity change, negative = cytotoxicity, usual class: cytotoxic; 410,000 tested, 0.76% active; AID 588856, 2011; also: potency is read from the fitted curve at half-maximal effect; some results filed as inactive show a strong effect at the top dose
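CellTiter-Glo luminescence gave cytotoxicity after 18 hours at 37 degrees C. The cells were HepG2 CAGA-GFP in 1% FBS DMEM, stimulated with 500 pg/mL TGF-beta after compound addition. %Activity was normalised to no-cell wells (complete cell-killing) and DMSO (no toxicity), and curves were fitted and classified.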
TGFb SMAD3 inh = qHTS for Inhibitors of TGF-b; Potency, µM (top dose mostly 46.1 µM), inactives show top-dose activity, negative = inhibition, most hits filed as inhibitors; HepG2 CAGA-GFP TGF-b/SMAD3 reporter, GFP fluorescence, 18 h; TGF-beta stimulated, 500 pg/mL final; 410,000 tested, 1.2% active; also: potency is read from the fitted curve at half-maximal effect; % is scaled to controls: 0 for no effect and ±100 for the full control effect; nearly all actives have a fitted effect of over 65% in size
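Smad-responsive CAGA-GFP expression was quantified in HEPG2 cells exposed to compounds and 500 pg/mL final TGF-beta for 18 h at 37 degrees C; unstimulated wells defined full inhibition.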
S2 tox = Viability Counterscreen for Primary qHTS for Inhibitors of ATXN expression. S2 cells (HEK-293 line with an ATXN2-luciferase reporter) viability, CellTiter-Fluor protease fluorescence, 24 h. Potency, µM (highest dose often 56.7 µM), most hits filed as cytotoxic. 400,000 tested, 0.49% active. AID 651635, 2014; also: potency is read from the fitted curve at half-maximal effect; nearly all actives have a fitted effect of over 40% in size
* hit, by the source's call; i = inactive; ? = inconclusive; / = not tested or not shown; & = joins results of further samples; [ ] = remark or other dose. Unless noted, calls follow the shape of the dose curve; as a rule, active = well fitted curve in the direction sought with a large enough effect; inconclusive = small, poorly fitted or top-dose-only effect, or another doubt; inactive = no such curve, though single readings can be large; an effect the other way counts as inactive or inconclusive.

SMILES	ATXN2 expr inh	A549 viability	MCF10A rereplic	Nrf2 ARE act	Nrf2 inh	IL-1B inflam inh	HepG2 tox	TGFb SMAD3 inh	S2 tox
O=C(NCCN1CCCCC1)Nc1ccc(Br)cc1	-2.6%	0.1%	9.1%	3.5%	-3.6%	-22.6	-5.9%	?	i
O=C(O)c1cccnc1NC1CCCC1	-7.1%	6.5%	-10.2%	0.1%	-11.5%	10.2	-8.2%	-11.8%	i
O=C(NC1CCCCCCC1)c1cccc(S(=O)(=O)N2CCOCC2)c1	7.3%	-0.2%	13.5%	-0.4%	14.3%	1.8	11.6%	5.1%	i
CCOC(=O)Cn1c(C)c(C#N)c2ccccc21	-14.8%	-3.8%	1.1%	-0.7%	2.8%	25.7	1.6%	6.5%	i
CCn1nc(C(=O)Nc2ccc3nc(C)sc3c2)c2ccccc2c1=O	1.2%	-4.4%	-1.5%	3.6%	?	?	0.4%	-1.1%	i
CCN1CCN(c2ncc3c(n2)CC(c2cc(OC)c(OC)c(OC)c2)CC3=O)CC1 (stereo unspecified)	-18.3%	-18.7%	20.6µM*	0.0%	-18.1%	26.5	4.3%	1.5%	i
CCOC(=O)C1(C)CCCN(C(=O)c2cccnc2)C1 (stereo unspecified)	13.2%	/	/	-0.6%	/	1.5	-79.6%	17.4%	i
COC(=O)c1ccccc1NC(=O)c1ccccc1OC	-3.2%	-0.5%	-0.9%	0.3%	-5.6%	0.3	-2.2%	-5.1%	i
COc1ccc(C2CC(=O)Oc3c(C(CCN4CCOCC4)c4cc(OC)c(OC)c(OC)c4)c(OC)cc(OC)c32)cc1 (stereo unspecified)	-12.9%	-15.5%&-2.8%	3.3%	-0.4%	12.2%&7.9%	2.0	-19.3%&-22.2%	-7.9%&11.8%	?
CCCn1cnc2cc(NCc3ccc(Br)cc3)ccc21	57.9%[activator]	?	?	6.2%	?	-83.3*	-14.2%	0.0%	i
COc1ccc(CNC(=O)CSc2nnc3c(n2)[nH]c2ccc(OC)cc23)cc1	47.4%[activator]	-5.6%	10.3%	0.0%	-3.3%	78.3	-0.1%	-4.0%	i
Cc1ccc(NC(=S)/N=C(\N)Nc2nc(C)c3cc(C)c(C)cc3n2)cc1C	-20.1%	-10.1%	25.7%	1.3%	-3.1%	-13.9	2.6%	-8.1%	?
CCc1nn(CC(=O)NCCC2=CCCCC2)c(=O)c2cc3cc(F)ccc3n12	-5.7%	-0.1%	3.2%	0.3%	-23.2%	19.6	-13.5%	-11.8%	i
Cc1nc2ccc(Br)cn2c(=O)c1Cl	-6.3%	0.4%	0.1%	-0.4%	1.0%	-23.6	2.0%	1.2%	i
O=S(=O)(c1ccc(SCc2ccc(Br)cc2)nc1)N1CCOCC1	-7.5%	3.1%	1.5%	4.2%	-4.6%	-8.9	-36.1%	?	i
O=C(O)COc1ccc(/C=N/Nc2nc(Nc3ccccc3)nc(N3CCCCC3)n2)cc1	8.0%	6.9%	-0.5%	-0.4%	0.5%	-23.1	-9.5%	-0.3%	i
CCOc1ccc(NC(=O)Cn2c(=O)oc3cc(S(=O)(=O)NC4CCCC4)ccc32)cc1	-3.9%	-0.4%	/	4.6%	-21.2%	/	-6.3%	-16.0%	i
CCOc1cccc2c1OC1(C)CC2NC(=O)N1c1cccc(C(=O)N2CCN(c3ccccn3)CC2)c1 (stereo unspecified)	-8.7%	1.2%	-1.0%	-0.5%	-0.4%	-65.5*	-8.2%	-7.5%	i
O=C1Cc2cc(S(=O)(=O)N3CCN(c4ccc(C(=O)O)cc4)CC3)ccc2N1	-0.1%	/	/	-0.8%	/	/	14.5%	1.2%	i
O=C(CCc1ccccc1)NC(NC(=S)Nc1cccc(Cl)c1)C(Cl)(Cl)Cl (stereo unspecified)	-22.3%	-1.2%	5.8µM*	0.5%	?	-3.9	-23.1%	?	i
O=C(COC(=O)CNC(=O)C1CCCCC1)NC1CC1	/	-1.8%	/	/	18.3%	/	14.7%	5.0%	/
COc1ccc(OC)c(S(=O)(=O)N2CCC(C(=O)NCc3ccccc3OC)CC2)c1	6.9%	-5.5%	-2.4%	-0.4%	/	11.0	-3.8%	-3.0%	i
CCOC(=O)c1ccc(NC(=O)Cn2nc3c4ccccc4n(Cc4cccc(F)c4)cc-3c2=O)cc1	15.3%	0.7%	/	1.5%	?	/	3.9%	0.4%	i
O=C(NC1CCCCC1)C(c1ccc(O)cc1)N(CC1CCCO1)C(=O)C1COc2ccccc2O1 (stereo unspecified)	-4.9%	-3.1%	0.3%	-0.6%	-9.0%	-12.5	-20.1%	0.0%	i
COc1cc(NC(=O)CN2CCC(Cc3ccccc3)CC2)c(C)cc1[N+](=O)[O-]	-2.2%	5.6%	18.3%	-0.1%	2.1%	17.4	-3.3%	0.0%	i

2 of these compounds in a different format:
Structure | ATXN2 expr inh | A549 viability | MCF10A rereplic | Nrf2 ARE act | Nrf2 inh | IL-1B inflam inh | HepG2 tox | TGFb SMAD3 inh | S2 tox
O=C1Cc2cc(S(=O)(=O)N3CCN(c4ccc(C(=O)O)cc4)CC3)ccc2N1 | -0.1% | / | / | -0.8% | / | / | 14.5% | 1.2% | i
O=C(CCc1ccccc1)NC(NC(=S)Nc1cccc(Cl)c1)C(Cl)(Cl)Cl (stereo unspecified) | -22.3% | -1.2% | 5.8µM* | 0.5% | ? | -3.9 | -23.1% | ? | i

Carrying on.
SMILES	ATXN2 expr inh	A549 viability	MCF10A rereplic	Nrf2 ARE act	Nrf2 inh	IL-1B inflam inh	HepG2 tox	TGFb SMAD3 inh	S2 tox
O=C1Nc2ccc([N+](=O)[O-])cc2OC1CCN1CCN(Cc2ccc3c(c2)OCO3)CC1 (stereo unspecified)	-8.1%	-4.7%	-2.4%	3.1%	-11.0%	-50.6*	1.9%	-22.8%	i
O=C(Cc1ccc(Br)cc1)c1ccc(O)cc1O	44.5%[activator]	4.7%	-0.7%	4.3%	8.8%	17.9	-34.0%	-22.0%	?
CCC(Cn1nnc2ccccc2c1=O)NC(=O)Nc1cccc(Cl)c1 (stereo unspecified)	/	-8.8%	/	-1.0%	8.6%	/	-0.2%	-19.3%	/
COc1cc(C(=O)CSc2nccn2C)cc(OC)c1OC	0.6%	1.8%	-1.0%	1.8%	2.9%	14.6	-3.7%	-6.5%	i
Cc1c(C(=O)NCCN2C(=O)S/C(=C\c3cccnc3)C2=O)cccc1[N+](=O)[O-]	/	-3.7%	-0.6%	4.3%	8.7%	-10.9	-24.1%	-3.5%	i
CCN(CC)S(=O)(=O)c1ccc2oc(C(=O)NCc3ccc(C)cc3)c(C)c2c1	?	1.8%	9.9%	-0.4%	16.4µM*	-24.0	-28.6%	-4.1%	i
Cc1ccc(-c2nnc(SCC(=O)N(CC(C)C)c3c(N)n(Cc4ccccc4)c(=O)[nH]c3=O)n2N)cc1	1.4%	-1.8%	-3.9%	-0.2%	-5.2%	-9.0	-7.5%	-4.3%	i
COc1ccc(CN(C)CC(=O)Nc2ccc(Cl)cc2F)c(OC)c1	-24.4%	1.1%	8.7%	-0.5%	2.6%	-0.3	-25.4%	-19.3%	i
O=C(Nc1ccccc1)NC1(C(=O)N2CCC(O)CC2)CCCCC1	2.0%	1.7%	-19.2%	-0.3%	2.1%	3.2	-11.7%	2.3%	i
O=C(O)CC(NC(=O)c1cccc([N+](=O)[O-])c1)c1ccc2c(c1)OCO2 (stereo unspecified)	3.3%	2.2%	1.1%	0.0%	0.5%	8.3	3.7%	-2.1%	i
COc1ccccc1-n1c(=O)c2c3c(sc2n2c(=S)[nH]nc12)CCC3	-15.4%	-1.7%	-1.6%	0.4%	-1.8%	3.9	0.4%	0.0%	i
O=[N+]([O-])c1cc(S(=O)(=O)CCCN2CCOCC2)ccc1F	/	-10.5%	11.5%	3.3%	2.6%	?	6.8%	-22.1%	i
O=C(c1cnc(Cl)c(Cl)c1)N1CCN(S(=O)(=O)c2ccc(F)cc2)CC1	0.0%	2.7%	-0.3%	0.4%	-11.6%	-12.3	9.5%	-17.8%	i
OC(c1ccc2c(c1)OCO2)c1ncc(-c2cccc(C(F)(F)F)c2)[nH]1 (stereo unspecified)	-19.2%	/	/	5.1%	/	?	5.3%	-2.3%	?
O=c1[nH]ncc(NCc2ccc(Cl)cc2)c1Cl	-1.6%	-6.8%	18.3%	4.9%	-26.6%	20.8	7.7%	9.4%	i
COc1ccc(NC(=S)NC(C)Cc2cccs2)cc1 (stereo unspecified)	/	0.0%	9.4%	-0.2%	-7.5%	-13.5	2.4%	-27.3%	i
CN(CCOc1ccccc1)Cc1nc2cc(Cl)ccc2c(=O)[nH]1	1.5%	-1.6%	-3.2%	2.8%	-19.5%	6.9	-23.1%	-11.3%	i
COc1ccc(C(=O)Nc2nc(C)cc(C)n2)cc1[N+](=O)[O-]	0.8%	?	-2.8%	0.0%	?	?	2.9%	1.7%	i
Cc1ccccc1Nc1sc(C(=O)c2ccccc2)c(N)c1C(=O)NCc1ccc(Cl)cc1	?	?	/	0.5%	/	/	-81.9%	?	?
Cn1c(SCC(=O)N2CCOCC2)nnc1-c1ccc2ncccc2c1	27.8%	1.1%	-1.4%	-0.8%	?	23.7	7.3%	5.6%	i
CC1Cc2cc(C3(O)C(=O)c4ccccc4C3=O)ccc2N1 (stereo unspecified)	7.6%	-8.2%	3.9%	0.3%	1.3%	9.9	-1.9%	-1.6%	i
CCNNC(=O)C(O)(Cc1ccccc1)Cc1ccccc1	21.3%	-7.6%	3.3%	0.9%	17.4%	29.4	16.8%	4.7%	i
Cc1cc(NC(=O)c2cccc(Br)c2)no1	14.1%	2.8%	0.0%	2.0%	1.0%	-0.6	8.1%	-0.7%	i
c1ccc(-c2nc(NCc3ccco3)c3oc4ccccc4c3n2)cc1	11.1%	-17.2%	16.4µM*	?	?	15.3	-5.5%	8.6%	i
